Source: PubChem (several laboratories)
DNA FID counter – fluorescent intercalator displacement, NS3 helicase counter-screen | inhibition, % at 7.9 µM | 0.17% of 290,000 active | AID 1845 | DNA fluorescent intercalator displacement, fluorescence; in the data active means inhibition above about 37%;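 further: 0% = vehicle and 100% = reference compound; higher means more ethidium bromide displaced from hairpin DNA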
NS3 helicase inh – HCV NS3 helicase inhibition | NS3 helicase DNA unwinding, Cy5 molecular beacon fluorescence | inhibition, % at 10.9 µM | 0.56% of 290,000 active | AID 1800;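 active means inhibition above the mean of all tested compounds plus 3 SD, set per campaign, cut at about 35% in these data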;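 further: 0% = DMSO wells and 100% = thioflavine S control wells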
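System: Hepatitis C virus NS3 helicase domain fragment enzyme | Reagent: Annealed dual-labelled DNA beacon duplex, ATP-started | Compound dosing: 10.9 µM single point, 0.8% DMSO | Incubation: 1 h reaction at 25 °C, ATP-initiated | Technique: Cy5 fluorescence | Evaluation: Percent inhibition from t60/t0 fluorescence ratio | Benchmarks: Low DMSO, high thioflavine S at 110 µM | Replication: Singlicate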
IMP-1 inhibitor – blocks Pseudomonas aeruginosa IMP-1 metallo-beta-lactamase | purified IMP-1, nitrocefin hydrolysis, epi-absorbance fluorescence | inhibition, % at 5.6 µM | 0.45% of 290,000 active | AID 1556;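 active means inhibition above the mean plus 3 SD of all compounds in the same screening run, cut at about 4.5% in these data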;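 further: 0% = IMP-1 with DMSO and 100% = DMSO wells lacking enzyme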
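Assay system: purified IMP-1; Quantity: IMP-1 0.2 nM before substrate addition; Medium: HEPES buffer pH 7.1 with ZnSO4 and Brij 35; Incubation: 15 min enzyme–compound preincubation, then 25 min nitrocefin reaction, 25 °C; Signal: fluorescence quenching readout, ex 480/em 530 nm; Controls: DMSO with and without IMP-1; Repeats: singlicate testing.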
VIM-2 inh – inhibitors of Pseudomonas aeruginosa VIM-2 metallo-beta-lactamase; AID 1527; 0.89% of 290,000 active; inhibition, % at 5.6 µM; purified VIM-2, nitrocefin hydrolysis, epi-absorbance fluorescence;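 active means inhibition above the mean of all tested compounds plus 3 SD, cutoff set per screening run, cut at about 7.5% in these data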;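 further: red hydrolysis product quenches plate fluorescence so inhibitors raise well fluorescence; 0% = enzyme with DMSO and 100% = DMSO without enzyme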
GalR3 antagonist – human GalR3 antagonism; O60755; HEK293 GalR3-CNG cAMP membrane potential fluorescence; galR3 body fused to GalR1 C-terminus; inhibition, % at 3 µM; 0.44% of 360,000 active; AID 651719;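 active means inhibition above the screen-wide average plus 3 SD, cut at about 13% in these data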;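 further: forskolin and galanin both at EC90 stimulate the cells; cAMP rise reported by CNG channel membrane potential dye signal; 0% = forskolin plus galanin with DMSO and 100% = forskolin alone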
V1R ag counter – activates human V1a receptor in oxytocin agonist counter-screen; P37288; CHO-V1R cells, Fluo-8 calcium fluorescence, agonist mode; 0% DMSO, 100% 3 nM vasopressin; activation, % at 3 µM; 0.25% of 320,000 active;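 active means activation above the mean activation of all tested compounds plus 3 SD, per screening run, cut at about 20% in these data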;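 further: signal is peak over basal fluorescence ratio across a 100 second FLIPR read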
PHOSPHO1 block – PHOSPHO1 (human) inhibition. 1.1% of 290,000 active. inhibition, % at 13.3 µM. Q8TCT1. recombinant PHOSPHO1, absorbance phosphatase assay; in the data active means inhibition above about 60%
Target sequence (Q8TCT1 whole entry, looked up): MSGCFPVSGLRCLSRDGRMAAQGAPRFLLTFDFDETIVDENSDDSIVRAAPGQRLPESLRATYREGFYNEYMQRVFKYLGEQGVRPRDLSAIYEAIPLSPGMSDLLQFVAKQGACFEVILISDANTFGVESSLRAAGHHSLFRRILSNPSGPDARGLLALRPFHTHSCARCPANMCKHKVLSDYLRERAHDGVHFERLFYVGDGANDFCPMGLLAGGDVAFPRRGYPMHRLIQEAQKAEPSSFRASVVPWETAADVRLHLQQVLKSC
OXTR ag – human OXTR agonism; CHO-OTR cells, Fluo-8 calcium fluorescence; normalized: DMSO 0%, oxytocin 100%; activation, % at 3 µM; 0.32% of 320,000 active;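 active means activation above the mean of all tested compounds plus 3 SD, cutoff set per screening run, cut at about 20% in these data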;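 further: peak over basal fluorescence ratio from a 100 s FLIPR kinetic read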
Target sequence (P30559 whole entry, looked up): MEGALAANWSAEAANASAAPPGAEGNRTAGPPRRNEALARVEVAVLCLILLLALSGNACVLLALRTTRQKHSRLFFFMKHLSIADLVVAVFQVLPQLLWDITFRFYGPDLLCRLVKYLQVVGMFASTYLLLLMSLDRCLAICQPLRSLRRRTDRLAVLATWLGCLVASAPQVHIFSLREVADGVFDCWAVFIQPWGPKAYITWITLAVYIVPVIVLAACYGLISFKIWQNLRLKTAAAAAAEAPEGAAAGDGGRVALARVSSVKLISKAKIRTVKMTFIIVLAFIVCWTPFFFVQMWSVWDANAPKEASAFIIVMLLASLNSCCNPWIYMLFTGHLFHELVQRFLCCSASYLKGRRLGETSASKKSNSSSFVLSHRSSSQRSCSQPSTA
GPR7 antagonist – blocks human GPR7 receptor signaling | GPR7-expressing cells, fluorescence antagonist assay | inhibition, % at 4.4 µM | 1.1% of 290,000 active; in the data active means inhibition above about 16%, passing the limit was not always enough;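 further: cells stimulated with the agonist NPW; 0% = agonist with vehicle and 100% = vehicle without agonist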
Target sequence (P48145 whole entry, looked up): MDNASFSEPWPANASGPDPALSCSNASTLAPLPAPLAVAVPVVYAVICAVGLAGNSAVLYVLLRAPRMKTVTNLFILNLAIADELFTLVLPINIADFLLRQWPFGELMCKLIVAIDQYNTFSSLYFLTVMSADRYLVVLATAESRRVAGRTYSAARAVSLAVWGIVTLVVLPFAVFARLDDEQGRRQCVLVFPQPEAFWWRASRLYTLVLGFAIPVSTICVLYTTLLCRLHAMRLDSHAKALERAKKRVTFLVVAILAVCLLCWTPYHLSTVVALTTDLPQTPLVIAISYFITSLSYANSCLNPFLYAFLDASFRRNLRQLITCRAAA
* hit, by the source's call; · = no result given. This is a random part of the collection; 4.3% or so of the library scored in one or more.

SMILES	DNA FID counter	NS3 helicase inh	IMP-1 inhibitor	VIM-2 inh	GalR3 antagonist	V1R ag counter	PHOSPHO1 block	OXTR ag	GPR7 antagonist
COc1ccccc1CN(C)CC(=O)Nc1ccccc1-c1ccccc1	-4	-9	-3.1	-1.8	-2	-0.9	-12	-1.8	-11
CCOc1ccc(CCNc2nc3ccccc3n3c(C)nnc23)cc1OCC	-27	-5	-3.5	3.4	-10	-0.7	28	-0.8	15
CN(C)C(=O)c1ccc(NC(=O)COc2ccc([N+](=O)[O-])cc2)cc1	-8	1	-2.0	-0.8	-6	0.6	20	1.2	4
Cc1nn(CCO)c2ncc(C(=O)c3cc(F)ccc3O)cc12	-7	15	-3.0	-0.7	-3	0.6	30	0.5	-6
CCCCNC(=O)c1sc2ncnc(N3CCc4ccccc4C3)c2c1C	-21	-16	-2.9	-1.1	-7	-0.1	0	-0.9	3
Cc1c(C(=O)N2CCCCC2CCN2CCCC2=O)oc2c(F)cccc12 (stereo not given)	-33	7	0.4	-1.6	-2	2.2	31	-1.0	0
Cc1ccc(S(=O)(=O)n2nc(-c3ccco3)nc2SCc2ccccc2)cc1	1	15	-1.6	-1.5	-2	0.8	22	-1.6	-6
O=C(c1ccccc1)n1nc(-c2ccccc2)nc1NCc1ccco1	-1	6	3.8	0.3	-2	-0.7	-9	0.1	-13
CCCCc1cc(=O)oc2c(C)c(OCC(=O)N3C[C@H]4C[C@@H](C3)c3cccc(=O)n3C4)ccc12	-35	-9	-1.1	-0.3	6	-0.7	34	-1.7	-8
CC(=O)C1=C(c2ccc(Br)cc2)C(=O)c2ccccc2C1=O	1	-3	-0.5	0.8	-2	-1.1	6	-2.4	-16
COc1cccc(CC(CC(=O)O)C(=O)Nc2cc(C)ccc2C)c1 (stereo not given)	-10	5	-0.9	0.7	-9	0.1	24	-0.2	-12
O=C(CN1CCCCC1)Nc1ccc(S(=O)(=O)NC2CCCCC2)cc1	6	8	-3.2	-3.0	-1	3.9	-3	6.7	-4
CNC(=O)COC(=O)c1cccnc1SC	0	0	-4.2	-3.3	-1	0.3	3	-0.2	-2
CCn1c2ccc(CC(=O)O)cc2c2cc(CC(=O)O)ccc21	-2	10	-2.5	-1.6	-5	0.1	-21	-0.8	5
CCC(=O)N/C(N)=N/c1nc(C)c2cc(C)c(C)cc2n1	7	-13	-1.3	10*	0	0.7	-1	-0.9	2
O=C(Nc1nnc(SCc2ccc(F)cc2)s1)c1ccccn1	-11	-14	-3.4	6.6	-1	·	40	·	-6
CC(=O)c1sc(NC(=O)c2c(F)cccc2F)nc1-c1ccccc1	-8	1	-1.5	-1.1	-6	0.4	24	-0.4	-1
O=C(NC1CCCC1)C1CCN(C(=O)c2ccc(Cl)cc2)CC1	-20	10	-2.1	-4.6	0	0.6	10	0.3	-4
COC(=O)Cn1c(=O)c2c(nc3n2CCCN3CCc2ccc(OC)c(OC)c2)n(C)c1=O	-30	3	-1.0	0.8	-10	0.8	·	-0.8	-14
Cc1ccc(-c2c(C(=O)N/N=C/c3ccc(OC(C)C)cc3)nnn2-c2nonc2N)cc1	-12	-8	-1.8	-4.2	-11	37*	7	30*	-8
S=C(NCCN1CCOCC1)Nc1ccc(Br)cc1	2	2	-2.4	-1.9	-3	0.5	-8	-1.2	-2
Cc1cc(NC(=O)CSCCO)no1	-2	-5	-2.8	-3.8	-3	0.1	19	0.5	-11
Cc1cccc(N2CCN(C(=O)COc3cccc4c3OC(C)(C)C4)CC2)c1C	-34	-3	-3.8	-3.7	-5	1.3	2	-2.0	-11
CCOC(=O)c1ccc(-c2ccc(CO)o2)cc1	-10	15	-1.8	-1.6	0	-0.4	28	-0.5	-3
CCn1cc(C(=O)N2CCc3ccccc32)c(=O)c2cc(S(=O)(=O)N3CCOCC3)ccc21	-20	-3	-0.6	-1.9	-4	0.1	9	1.1	-6
O=c1c2ccccc2ncn1-c1ccc2c(c1)OCCO2	3	-2	-2.3	0.2	-2	-0.3	31	0.0	0
CCOC(=O)C1=C(COC(=O)COc2ccc(C#N)cc2)NC(=O)NC1C (stereo not given)	-17	4	-1.4	0.8	-3	5.7	23	1.3	-6
O=C(c1ccc(Sc2ccc(F)cc2)c([N+](=O)[O-])c1)N1CCOCC1	-15	-3	-2.0	-0.3	0	0.3	-16	-0.6	1
CN(C)/C=C/C(=O)c1cccc(C(F)(F)F)c1	-9	11	-0.2	0.0	0	-1.0	38	-0.3	-13
Cc1ccc(C(=O)/C=C/c2cn(CC(O)CN3CCOCC3)c3ccccc23)cc1 (stereo not given)	5	-76	0.3	-0.1	-2	7.8	-8	7.2	10
Cc1c(C(=O)NC(C(C)C)C(C)C)cccc1[N+](=O)[O-]	1	-2	-2.2	-1.6	-2	0.8	-12	-1.2	-13
COCCNC(=O)CN(C)S(=O)(=O)c1ccc2c(c1)OCCO2	1	-3	-2.5	0.7	-4	-0.3	4	-0.4	-10
CC(C)Cc1cc(C(=O)NCc2ccco2)no1	-2	-3	-0.3	-1.6	·	0.2	16	-1.5	-13
COC(=O)c1cc(NC(=O)Cc2ccccc2[N+](=O)[O-])ccc1Cl	-1	-4	-2.2	-0.9	-2	2.9	1	1.3	-1
CCN(CC)P(=O)(Nc1ccc([N+](=O)[O-])cc1)c1c(C)nn(CCC#N)c1NC(=O)c1ccc(Cl)cc1 (stereo not given)	-32	10	-1.5	-2.3	-5	0.9	24	0.8	6
O=C(CSc1ncn[nH]1)N1CCN(S(=O)(=O)c2ccccc2)CC1	-6	4	-5.3	-3.8	-2	-0.2	20	0.4	-6
CC(C)[C@H](NC(=O)c1ccccc1)C(=O)OCC(=O)Nc1ccc(Cl)cc1C(F)(F)F	-32	1	-1.9	-0.5	-3	1.4	-1	-2.4	-7
O=C(NCc1ccccc1)c1ccc2c(c1)C(=O)N(Cc1ccncc1)C2=O	-6	4	-1.4	0.0	-6	2.0	12	2.8	-1
O/N=C1/CCCCC1c1ccccn1 (stereo not given)	2	5	-0.8	-0.6	-2	0.6	20	0.0	0
COc1cc(C(=O)NC2CCCC2)c(Br)c(OC)c1OC	4	-10	-2.2	-3.5	-4	0.9	22	0.2	-12
Cc1cc(Cl)ccc1NC(=S)NCCN1CCOCC1	-2	9	-1.9	-3.7	-2	1.0	-4	-0.1	-4
O=C(CCCn1c(=S)[nH]c2ccc(Br)cc2c1=O)NCc1ccccn1	-19	-11	-4.5	-1.3	3	-0.2	-13	-2.2	0
CCn1cc(CN2CCN(Cc3ccccc3)C(CCO)C2)c2ccccc21 (stereo not given)	7	-16	1.5	-1.1	-7	1.3	31	5.0	-3
O=C(OCc1cc2ccccc2[nH]c1=O)c1ccco1	-7	2	-2.7	-0.2	-1	-0.8	11	-0.1	-3
Cc1ccc2nc(-c3ccccn3)cc(C(=O)NC(C)C(C)(C)C)c2c1 (stereo not given)	-6	-6	-4.3	-2.4	-1	-0.3	51	-1.7	-13
CSc1nc(N)nc(SC2C=CCCC2)c1C#N (stereo not given)	-1	2	-4.5	-2.3	-4	-0.1	-45	-1.4	-25
CC(=O)SCC(Cc1ccccc1)C(=O)NCC(=O)OCc1ccccc1 (stereo not given)	-21	-9	-0.4	-0.8	·	1.4	28	-2.8	15
O=[N+]([O-])c1cc(/C=N/N2CCN(Cc3ccccc3)CC2)ccc1Cl	0	1	-3.0	-2.8	·	1.1	29	-0.7	-12
COc1ccc(Cc2n[nH]c(=S)n2NC(=O)Nc2ccc(C)cc2)cc1	-10	1	-1.7	-1.0	-6	1.7	36	1.1	-10
COc1ccc(C2CC(c3cccs3)=Nc3ccccc3S2)cc1OC (stereo not given)	-2	5	3.4	-1.1	-6	-0.2	-19	-0.3	-5
CC(=O)Nc1ccc(S(=O)(=O)Nc2nccc(C3Cc4ccccc4C(=O)O3)n2)cc1 (stereo not given)	2	1	0.2	-1.5	3	1.6	2	0.6	-12
O=C(N/N=C/c1c(F)cccc1Cl)C(=O)N1CCCCCC1	-18	-1	-3.4	0.6	5	0.2	18	-0.7	-15
Cc1ccccc1-c1ccc(C=Nc2c(C)n(C)n(-c3ccccc3)c2=O)o1	-7	-1	-4.3	-2.6	4	-1.0	10	-1.7	-2
Cc1csc(C(C#N)C(=O)c2ccncc2)n1 (stereo not given)	0	10	-2.9	-3.4	6	-0.3	-17	0.8	-6
COC(=O)c1ccc(-n2ccnc2)cc1	4	-4	-3.0	-2.9	-1	0.1	32	0.1	-1
Clc1ccc(Cn2nnc(-c3ccc(CN4CCOCC4)cc3)n2)cc1	3	11	-3.9	-1.1	-2	0.7	-8	2.2	-7
Cc1ccc(C2NC(=O)c3c(sc4c3CCN(C)C4)N2)o1 (stereo not given)	0	-3	2.0	-2.2	-3	1.2	19	1.3	-7
CCOC(=O)c1sc2nc(CSc3ccccc3)nc(N3CCC(C(N)=O)CC3)c2c1C	-20	-11	-3.5	-2.7	-5	1.1	-8	0.0	-3
COc1ccc(N/C(N)=N/c2nc(CSc3ccc(C)cc3)cc(=O)[nH]2)cc1	-7	3	-3.5	-2.2	-3	0.2	-10	-0.5	-2
COc1ccc(/C=C/C(=O)O)cc1S(=O)(=O)NCc1ccccc1	-4	11	-2.3	-2.7	-3	-0.1	24	0.2	-22

Reformatted: 2 of the compounds above.
Each structure is followed by: DNA FID counter, NS3 helicase inh, IMP-1 inhibitor, VIM-2 inh, GalR3 antagonist, V1R ag counter, PHOSPHO1 block, OXTR ag, GPR7 antagonist
Clc1ccc(Cn2nnc(-c3ccc(CN4CCOCC4)cc3)n2)cc1
    3, 11, -3.9, -1.1, -2, 0.7, -8, 2.2, -7
O=[N+]([O-])c1cc(/C=N/N2CCN(Cc3ccccc3)CC2)ccc1Cl
    0, 1, -3.0, -2.8, ·, 1.1, 29, -0.7, -12

Later entries.
SMILES	DNA FID counter	NS3 helicase inh	IMP-1 inhibitor	VIM-2 inh	GalR3 antagonist	V1R ag counter	PHOSPHO1 block	OXTR ag	GPR7 antagonist
CCCN(CC(=O)Nc1ccccc1C)C(=O)c1ccc(S(=O)(=O)N2CCCCCC2)cc1	-46	-4	-3.1	-0.1	3	1.4	9	-0.9	-6
CCOC(=O)c1c(C)oc2c1C(=O)c1ccccc1C2=O	0	14	-1.6	4.7	-3	0.5	-60	0.7	-12
CCOc1ccc(C(=O)COC(=O)c2cccc(-n3cnnn3)c2)cc1	-21	-2	-2.3	-2.7	-2	9.7	19	6.6	-6
O=C(c1cnc2n(c1=O)CCS2)N1CCN(C(c2ccccc2)c2ccc(Cl)cc2)CC1 (stereo not given)	-38	-4	5.9*	0.7	·	-0.1	-11	-1.5	-10
COC(=O)c1ccc(NC(=O)CN2CCCC2)cc1	0	4	-1.2	-1.8	-6	0.6	55	0.3	1
CCn1c(Cc2ccccc2)nnc1SCC(=O)NC1CC1	-6	-3	-1.6	-1.8	-7	0.4	-7	0.0	-8

Look-ups from the list.
OXTR ag with COC(=O)c1ccc(NC(=O)CN2CCCC2)cc1 stands at 0.3
V1R ag counter with O=C(c1cnc2n(c1=O)CCS2)N1CCN(C(c2ccccc2)c2ccc(Cl)cc2)CC1 (stereo not given) stands at -0.1
